BioA inh: BioA (M. tuberculosis) enzyme inhibition; purified M. tuberculosis BioA enzyme, plate reader; inhibition, % at 9.99 µM; 360,000 tested, 0.096% active; AID 602481; in the data active means inhibition above about 40%
PfHsp40 rescue: compounds rescuing yeast from Plasmodium falciparum HSP40 toxicity; S. cerevisiae expressing PfHsp40, growth rescue, ATP luminescence; growth rescue, % at 12.5 µM; 340,000 tested, 0.68% active; AID 504582; in the data active means growth rescue above about 28%, passing the limit was not always enough;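 further: yeast W303a lacking pdr1 and pdr3 grown in galactose medium; growth measured after three days at 30 °C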
FadD28 binding: inhibitors of Mycobacterium tuberculosis FadD28 bisubstrate binding; AID 588549; 360,000 tested, 0.22% active; FadD28 bisubstrate probe binding, fluorescence polarization; inhibition, % at 12.5 µM; in the data active means inhibition above about 8.5%, passing the limit was not always enough
Vc quorum ag: induces V. cholerae light production without autoinducers; V. cholerae BH1578 lux reporter, luminescence, 6 h; 350,000 tested, 0.16% active; activation, % at 18.7 µM; AID 588436; in the data active means activation mostly above about 9.7%, no sharp cut-off; further: not every result past the cut was called active; inactives centre near 0; reference of the scale not given here
GDH-TPI inh: inhibits GDH-TPI coupling enzymes, artifact for Mtb FBA screen; GDH-TPI coupled enzyme counterscreen, NADH absorbance; inhibition, % at 4.8 µM; 360,000 tested, 1.2% active; in the data active means inhibition above about 30%;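 further: 0% = DMSO wells and 100% = wells lacking the enzyme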
Mtb FBA inh: Mtb fructose-bisphosphate aldolase inhibition; purified M. tuberculosis FBA, fluorescence read-out; inhibition, % at 1 µM; 360,000 tested, 2.3% active; P9WQA3; in the data active means inhibition above about 27%;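 further: 0% = vehicle and 100% = reference inhibitor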
Target sequence (P9WQA3 whole entry, looked up): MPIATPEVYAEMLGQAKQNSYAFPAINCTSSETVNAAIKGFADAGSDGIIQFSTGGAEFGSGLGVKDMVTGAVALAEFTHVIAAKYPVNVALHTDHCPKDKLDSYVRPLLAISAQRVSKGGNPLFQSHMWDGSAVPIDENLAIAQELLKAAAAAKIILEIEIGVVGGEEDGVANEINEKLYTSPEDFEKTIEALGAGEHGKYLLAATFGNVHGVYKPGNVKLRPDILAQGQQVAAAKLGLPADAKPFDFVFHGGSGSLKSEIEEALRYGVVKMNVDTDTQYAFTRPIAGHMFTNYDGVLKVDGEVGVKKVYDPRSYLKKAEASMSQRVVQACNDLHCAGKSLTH
Yp Topo-I inh: blocks Yersinia pestis topoisomerase I activity; Y. pestis Topo-I cleavage product accumulation, plate reader; activity, % at 10 µM; 360,000 tested, 0.064% active; AID 504884; in the data active means activity above about 50%, passing the limit was not always enough; further: inactives centre near 2
TcdB GH inh: TcdB glycohydrolase inhibition; P18177; AID 652162; 350,000 tested, 0.24% active; inhibition, % at 9.99 µM; TcdB glycohydrolase enzymatic assay, plate reader; in the data active means inhibition above about 10%
Mtb UGM inh: inhibitors of M. tuberculosis UDP-galactopyranose mutase; P9WIQ1; purified UGM, fluorescence polarization probe displacement; inhibition, % at 10 µM; 320,000 tested, 0.06% active; AID 504406; in the data active means inhibition above about 10%, passing the limit was not always enough
Target sequence (P9WIQ1 whole entry, looked up): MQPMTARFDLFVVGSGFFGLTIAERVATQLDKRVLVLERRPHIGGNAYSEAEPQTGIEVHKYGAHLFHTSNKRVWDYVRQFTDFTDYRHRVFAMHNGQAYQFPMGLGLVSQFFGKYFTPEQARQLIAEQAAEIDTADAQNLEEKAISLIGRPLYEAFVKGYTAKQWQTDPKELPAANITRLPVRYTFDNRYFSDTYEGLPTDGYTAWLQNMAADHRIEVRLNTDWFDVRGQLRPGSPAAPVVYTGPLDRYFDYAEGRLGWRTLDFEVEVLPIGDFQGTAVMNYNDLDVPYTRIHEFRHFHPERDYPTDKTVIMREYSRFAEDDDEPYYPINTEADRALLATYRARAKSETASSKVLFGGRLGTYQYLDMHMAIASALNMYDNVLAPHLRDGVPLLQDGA
The depositor's hits bear a star; i = inactive; . = no result given.

SMILES	BioA inh	PfHsp40 rescue	FadD28 binding	Vc quorum ag	GDH-TPI inh	Mtb FBA inh	Yp Topo-I inh	TcdB GH inh	Mtb UGM inh
CC1(C)c2[nH]c3ccccc3c2C[C@@H]2C(=O)N(Cc3ccccc3F)C(=O)N21	-1.0	8.1	1.0	-0.3	-3	3	-6	1.7	2.3
Cc1nn(-c2ccccc2)nc1C(=O)NNC(=O)c1ccc(C(F)(F)F)cc1	-1.0	-1.4	-1.0	-0.5	1	0	4	-0.5	0.4
O=C(N/N=C\c1ccc(-c2ccccc2[N+](=O)[O-])o1)C1COc2ccccc2O1 (configuration not stated)	-1.8	0.7	-3.9	-0.7	10	2	-1	.	0.8
O=C(Nc1ccc(S(=O)(=O)N2CCCCCC2)cc1)c1[nH]ncc1[N+](=O)[O-]	-0.9	-0.5	2.3	-0.2	-2	1	5	1.5	2.1
COc1ccc(OC)c(C2=NOC(C(=O)NCC3CCCO3)C2)c1 (configuration not stated)	-1.3	-2.2	-2.3	-1.8	18	6	-2	1.3	0.2
O=C(Nc1cc(Cl)ccc1Cl)c1ccco1	3.7	0.4	-3.9	0.0	-2	2	5	0.3	-1.7
Cn1nc(C(C)(C)C)cc1C(=O)N1CCCCC1c1cc(C(=O)Nc2cccc3c2CCCC3)no1 (configuration not stated)	-0.3	.	-1.9	i	3	-4	31	-2.1	.
Cc1nc2ncnn2c(C)c1CCC(=O)N1CCN(C(=O)c2ccco2)CC1	0.3	0.8	-2.8	i	-5	-4	-7	.	0.6
CS(=O)(=O)N(Cc1ccccc1)c1ccc(C(=O)NCCSc2ccccn2)cc1	1.1	-0.3	-0.8	-0.2	1	-1	7	-1.0	1.6
COc1cc(C(=O)NCCC(C)C)ccc1OCc1ccc(Cl)cc1Cl	.	-0.8	-4.4	i	-11	-7	35	.	-2.4
CCn1c(CSc2ncccn2)nnc1SCC(=O)N1c2ccccc2CC1C (configuration not stated)	.	0.3	0.5	-0.2	-9	2	13	3.2	3.1
COc1ccc(Cn2cccc(NC(=O)Nc3ccc(C#N)cc3)c2=O)cc1	-1.0	-0.8	1.1	-0.2	20	4	-8	.	-1.7
CN1CCN(c2ccc(NC(=O)c3sc4ccccc4c3Cl)cc2)CC1	-0.7	0.7	-1.2	-0.3	6	2	-4	1.6	2.4
COc1cccc(-c2onc3ccc(C(C)=O)cc23)c1	-2.6	-1.7	-0.7	i	11	6	-4	-0.6	-0.1
COCCN(Cc1cc2cc3c(cc2nc1Cl)OCO3)C(=O)Nc1ccc(F)cc1	16	2.1	-2.0	i	16	-1	16	1.3	0.0

Among those listed so far, these contain an NH in an aromatic ring:
SMILES	BioA inh	PfHsp40 rescue	FadD28 binding	Vc quorum ag	GDH-TPI inh	Mtb FBA inh	Yp Topo-I inh	TcdB GH inh	Mtb UGM inh
CC1(C)c2[nH]c3ccccc3c2C[C@@H]2C(=O)N(Cc3ccccc3F)C(=O)N21	-1.0	8.1	1.0	-0.3	-3	3	-6	1.7	2.3
O=C(Nc1ccc(S(=O)(=O)N2CCCCCC2)cc1)c1[nH]ncc1[N+](=O)[O-]	-0.9	-0.5	2.3	-0.2	-2	1	5	1.5	2.1

Continuation:
SMILES	BioA inh	PfHsp40 rescue	FadD28 binding	Vc quorum ag	GDH-TPI inh	Mtb FBA inh	Yp Topo-I inh	TcdB GH inh	Mtb UGM inh
COCc1cc(C)nc(N2CCOCC2)c1C#N	0.4	-0.2	1.5	0.0	6	32*	1	0.3	0.5
Cc1cc(C(=O)N/N=C/c2cccc([N+](=O)[O-])c2)c(C)o1	.	0.2	-3.1	i	8	0	5	.	-1.8
Cc1ccc(N=C2NC(=O)/C(=C/c3cn(C)c4ccccc34)S2)cc1C	.	-1.7	-5.6	-0.2	4	-4	13	1.9	3.9
O=C1/C(=C\c2ccc(O)cc2)SC(=S)N1/N=C/c1ccc(O)cc1	-2.5	0.7	-3.7	-0.2	38*	-27	-10	1.3	-2.8
Cc1cc(C)c2nc(N3C(=O)C(O)=C(C(=O)c4ccco4)C3c3ccc(O)cc3)sc2c1 (configuration not stated)	-0.3	-0.3	-0.5	-0.6	17	2	3	-0.8	2.6
O=C(NCCOc1ccccc1)C1Nc2ccc(OC(F)(F)F)cc2C2C=CCC12 (configuration not stated)	-0.7	1.4	1.1	i	16	3	1	.	-3.7
CCc1ccc(CNc2ccc(O)cc2)cc1	1.7	-0.4	4.4	-0.6	15	5	-24	.	-3.4
Cc1nn(C)c(C)c1CN(C)C(=O)C1CCC(=O)N(C2CCCCCC2)C1 (configuration not stated)	1.3	-1.2	0.9	1.9	-5	4	16	-0.9	-0.9
COc1cccc(CC(=O)Nc2ccc(N3CCOCC3)c(S(=O)(=O)Nc3ccccc3OC)c2)c1	-1.5	0.0	-1.5	-2.8	10	6	-9	3.5	.
CCc1cc2c(CN(C)Cc3ccccc3F)cc(=O)oc2cc1O	1.2	0.4	-6.2	i	6	58*	16	0.7	0.3
CCOC(=O)c1c(NC(=O)CN2C(=O)NC3(CCC(C)CC3)C2=O)sc(C)c1-c1ccc(C)cc1 (configuration not stated)	-3.2	-0.9	-1.0	-0.2	1	-3	-1	.	2.8
CC1=CCC2C(=O)N(c3ccc(C)cc3)C(=O)C2C1 (configuration not stated)	.	-0.6	1.1	i	13	2	-12	.	2.1
COc1cc(/C=N/NC(=S)NC2CC3CCC2C3)ccc1O (configuration not stated)	1.5	3.5	-1.8	-0.4	52*	-2	-16	1.3	1.4
Nc1nnc(CC(=O)Nc2ccccc2)s1	-0.7	-1.9	-1.4	-0.6	16	2	1	0.2	-1.5
O=C(CN1C(=O)NC2(CCCCCC2)C1=O)Nc1ccc(Cl)c([N+](=O)[O-])c1	4.6	0.9	-1.0	-1.8	22	3	-6	0.5	2.9
O=C(NNC(=O)C1COc2ccccc2O1)c1ccccc1O (configuration not stated)	-1.2	17	-3.4	i	5	6	4	0.6	.
COc1ccc(C(=O)On2c(-c3ccc(Br)cc3)nc3ccccc3c2=O)cc1	0.7	375*	-1.9	i	3	-3	11	1.4	-0.1
CCCn1nnnc1NCc1ccccc1OCc1cccs1	0.7	1.3	-4.7	i	5	-2	6	1.1	1.4
Cn1c(O)c(/C=C/C=Nc2ccccc2)c(=O)n(C)c1=S	.	0.1	0.6	i	5	-9	0	.	-19
CCN(CC)c1ccc(NC(=O)c2cnn(CC)c2)cc1	.	-0.4	-3.7	i	-10	3	-7	.	3.1
CCCCN(C(=O)c1cc(CC)c(C)s1)c1c(N)n(CC(C)C)c(=O)[nH]c1=O	-1.0	-2.1	-0.7	i	6	2	9	-2.0	-6.9
CCOC(=O)C(C)(C)N(Cc1ccccc1C)S(=O)(=O)c1ccc(Cl)c([N+](=O)[O-])c1	1.8	2.6	-2.3	5.0	-10	-6	-8	.	-0.7
Oc1[nH]c2ccccc2c1N=Nc1ccccc1Cl	.	2.4	-3.1	i	5	-2	-1	0.9	.
Cc1nc(Cl)c2c(n1)N(CC(N)=O)C(=O)CO2	1.0	-0.9	-0.8	i	6	0	8	1.9	1.2
CNC[C@@H](CC1CCCCC1)NC[C@H](CC(C)C)NCCc1cccc(C(F)(F)F)c1	2.6	-0.7	-5.3	i	-11	4	8	0.8	-1.7
CCCCn1c(N)c(N(CC(C)C)C(=O)COC(=O)c2ccccc2NCCO)c(=O)[nH]c1=O	-1.1	-0.1	-3.3	i	3	125*	5	7.1	-0.2
O=C(O)/C(=C\c1cccc(O)c1)c1ccc(S(=O)(=O)N2CCCC2)s1	0.3	-1.2	-2.9	0.1	7	-2	-10	-1.0	3.5
Cc1cccc(NC(=O)CS(=O)(=O)c2cn(C)c3ccccc23)c1C	-4.3	1.2	0.2	17*	5	-4	-2	.	2.4
Cn1nnc2cc(C(=O)NCCC3=CCCCC3)ccc21	14	1.0	-1.1	5.6	-1	9	5	.	0.7
CCCCNC(=O)Cc1cc(=O)[nH]c(=O)[nH]1	0.1	8.6	-2.1	i	0	3	2	5.6	-3.0
CCCCn1c(O)c2n(c1=O)Cc1ccccc1N=C2c1ccc(OC)cc1	10	.	0.0	.	.	1	.	2.8	.
C#CCN(C[C@@H]1[C@@H](OC(=O)Nc2cccs2)[C@@H](OC(=O)Nc2cccs2)Cn2c(=O)ccc(=O)n21)S(=O)(=O)c1ccc(C)cc1	-0.4	.	-5.0	-2.3	5	-3	9	2.2	.
CCc1c(C)sc(NC(=O)c2cc(CC(C)C)on2)c1C#N	-2.7	-1.1	1.1	-0.6	19	-1	23	0.0	0.8
Brc1ccc(-c2nnc(-c3ccco3)o2)cc1	.	0.2	-2.9	2.1	8	60*	4	.	0.4
CSc1ccc(C2Nc3cccc4cccc(c34)N2)cc1	-2.2	-1.6	-2.3	0.8	5	-1	0	-1.7	-2.2
Cc1nn(C(=O)c2c([N+](=O)[O-])cnn2C)c(C)c1Cl	-1.8	-2.2	-2.3	i	2	0	7	.	1.7
Cc1nnc(SCC(=O)Nc2ccccc2)c2ccccc12	-0.3	-0.7	.	-0.6	10	1	4	-0.1	3.4
O=c1c(N2CCOCC2)nsnc1N1CCOCC1	0.1	0.0	-1.7	i	0	-1	-2	.	0.2
CN(CCNC(=O)c1cn(C)c2ccc(S(=O)(=O)N3CCCC3)cc2c1=O)CCc1ccccc1	-1.9	0.6	-2.4	-7.1	4	1	2	0.8	4.1
O=C(CNC(=O)c1ccco1)N/N=C/c1cc(Br)ccc1O	-0.5	-0.4	-0.8	i	0	2	-3	-0.8	-1.0
CCNC(=O)c1ccccc1-c1nc(-c2ccccc2Cl)no1	0.4	-0.4	-3.6	-2.2	-3	-2	3	.	0.1
CCCC1=C(C(=O)OCC)C(c2sccc2C)n2ncnc2N1 (configuration not stated)	0.1	-0.9	-0.8	-0.6	-3	7	1	0.7	1.2
Cc1nc([N+](=O)[O-])c(Sc2nc3ccc([N+](=O)[O-])cc3[nH]2)n1Cc1ccccc1	5.0	-0.5	-1.7	-0.5	23	0	-1	2.2	-0.6
CCN(CC(=O)Nc1cccc(OC)c1)C(=O)c1ccncc1	-1.0	-0.8	-3.8	4.5	-10	-5	2	2.0	-1.1
CCC(=O)N/C(=N/c1nc(C)cc(C)n1)Nc1ccc(C)cc1	-1.0	-0.2	0.1	i	6	2	11	-0.9	-0.9
COc1ccc(CNC(=O)CCc2c(C)nc3ncnn3c2C)cc1	0.5	-1.9	0.3	-0.3	6	1	9	.	3.1
O=C1COC(c2ccccc2)C2CCCCN12 (configuration not stated)	-1.5	0.3	-1.9	-0.3	-9	-1	-1	1.2	0.4
O=C(OCC(=O)N1CCOCC1)c1cccc(F)c1	-1.1	-0.3	0.6	1.8	-1	6	3	0.2	-1.7
COc1cccc(N2CC(C(=O)Nc3c(C(N)=O)oc4ccccc34)CC2=O)c1 (configuration not stated)	0.0	0.2	-2.9	i	-1	3	13	1.9	-0.2
O=C(COc1ccc(Br)cc1CNCCc1ccccc1)NCc1ccccc1	1.5	2.1	-4.1	-0.6	11	2	20	1.1	2.2
COc1ccc(NC(=S)NC(=O)Cc2ccccc2)cc1	-0.3	5.0	-3.6	i	-3	-4	1	-14	-0.2
CCCCCc1ccc(-c2cn(Cc3cccc(OC)c3)nn2)cc1	-0.9	0.8	-1.1	-0.5	-8	2	17	0.7	-1.6
Cn1c(=O)c2c(nc(NNC(=O)C(F)(F)F)n2C)n(C)c1=O	-1.4	-0.7	-2.8	i	14	1	-3	-4.6	2.1
O=P(O)(CCc1ccccn1)CN1CCCCC1	0.7	-0.1	-0.4	-1.7	0	0	1	.	1.3

Just GDH-TPI inh, for some of the entries so far:
SMILES,GDH-TPI inh
COc1cccc(N2CC(C(=O)Nc3c(C(N)=O)oc4ccccc34)CC2=O)c1 (configuration not stated),-1
O=C(COc1ccc(Br)cc1CNCCc1ccccc1)NCc1ccccc1,11
COc1ccc(NC(=S)NC(=O)Cc2ccccc2)cc1,-3
CCCCCc1ccc(-c2cn(Cc3cccc(OC)c3)nn2)cc1,-8
Cn1c(=O)c2c(nc(NNC(=O)C(F)(F)F)n2C)n(C)c1=O,14
O=P(O)(CCc1ccccn1)CN1CCCCC1,0
